Assay outcomes from PubChem BioAssay.
IMPase Li inh = membrane-permeable IMPase blocker, potentiated with lithium. CHO-M1 cells, IP1 TR-FRET (IP-One), carbachol + lithium. Potency, µM (highest dose often 59.4 µM), inactives show top-dose activity, negative = IMPase inhibition, most hits filed as inhibitors. actives 0.35% (n = 210,000). AID 1457;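 also: IP1 builds up when IMPase is blocked and the TR-FRET signal falls; plate controls were basal vehicle for no effect and high inhibitor control for full effect; nearly all actives have a fitted effect of over 50% in size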
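CHO cells stably expressing M1 receptor (2000/well, cultured 16–30 h) treated 30 min at 37C with compound plus low lithium. Cytosolic IP1 by TR-FRET (665/620 ratio and 620 channel) after 10 min lysis; AC50 by Hill fit.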
GAA glycogen mod = GAA glycogen-cleavage inhibition or activation | Potency, µM (highest dose often 76.4 µM), without a hit: at the highest dose activity change, negative = inhibition, most hits filed as inhibitors | P10253 | recombinant GAA, glycogen substrate, Amplex Red glucose oxidase fluorescence | actives 0.38% (n = 300,000) | AID 2100;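 also: 0% = full enzyme reaction and -100% = no-enzyme basal signal; the screen sought inhibitors and activators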
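qHTS, 1536-well; enzyme 4 nM final; cpd up to 77 uM; substrate bovine liver glycogen 30 ug; 50 mM citrate/phosphate pH 5.0, 0.01% Tween-20; 37 C, 40 min; Amplex Red detection 45 min RT; Hill fit → AC50.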
GAA inh = alpha-glucosidase (human) inhibition. purified human GAA, 4-MU-alpha-glucoside fluorescence. Potency, µM (top dose mostly 76.9 µM), for the others: at the highest dose activity change, negative = inhibition, usual class: inhibitors. actives 0.005% (n = 200,000);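 also: plate controls were uninhibited enzyme wells for no effect and no-enzyme background for full effect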
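Read-out is 4-methylumbelliferone fluorescence (Ex 365/Em 440 nm) after NaOH/glycine stop at pH 10. Enzyme 4 nM, substrate 400 uM, pH 5.0 citrate buffer, 20 min room temperature; AC50 from Hill-equation concentration-response.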
GoLoco inh red = RGS12 GoLoco-Gai1 interaction inhibition. AID 880. P63096. Potency, µM (top dose mostly 61.6 µM), without a hit: at the highest dose activity, negative = inhibition, usual class: inhibitors. actives 0.44% (n = 230,000). Gai1:RGS12 GoLoco peptide FP, rhodamine, 10 min; active = well fitted inhibition curve with a large enough effect, not every such curve was filed as active; inactive = no such curve, though single readings can be large or run the other way; also: % is scaled to controls: 0 for no effect and ±100 for the full control effect; nearly all actives have a fitted effect of over 30% in size; many of its hits are not listed in these tables
Target sequence (P63096 whole entry, looked up): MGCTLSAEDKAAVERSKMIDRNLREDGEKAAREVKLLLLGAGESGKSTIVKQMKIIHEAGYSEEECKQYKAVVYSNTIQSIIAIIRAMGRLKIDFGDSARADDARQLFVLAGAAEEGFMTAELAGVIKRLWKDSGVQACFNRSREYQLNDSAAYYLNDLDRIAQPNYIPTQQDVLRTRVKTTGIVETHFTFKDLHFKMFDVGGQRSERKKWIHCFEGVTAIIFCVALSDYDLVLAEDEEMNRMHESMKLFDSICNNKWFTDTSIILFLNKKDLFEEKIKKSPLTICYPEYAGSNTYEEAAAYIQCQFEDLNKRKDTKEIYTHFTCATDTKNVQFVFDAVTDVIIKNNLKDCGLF
HttQ103 aggreg = mutant huntingtin aggregation inhibition; PC12 HttQ103-GFP aggregates, Acumen cytometry, 40 h; Potency, µM (titrated, usually from 46.1 µM), for inactives: top-dose activity change, negative = inhibition, actives largely listed as inhibitors; actives 1.1% (n = 220,000); AID 1688; also: % is scaled to controls: 0 for no effect and ±100 for the full control effect; nearly all actives have a fitted effect of over 60% in size
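Ecdysone-promoter PC12 model expressing HTT exon 1 Q103 fused to GFP, induced by tebufenozide at 100 nM final. Compounds titrated; aggregates sized 1–25 µm scored on a 488 nm laser cytometer.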
HTT cytoprotect = Huntington cell model cytoprotection by ATP luminescence; Potency, µM (highest dose often 56.4 µM), for inactives: cytoprotection (ATP increase), hits mostly activators; PC12 HTT-Q103 induced, cytoprotection, ATP luminescence, 40 h; actives 0.14% (n = 230,000); AID 1471;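 also: % of control where 0% means no effect; nearly all actives have a fitted effect of over 45% in size; toxic huntingtin expression switched on by the ecdysone agonist tebufenozide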
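Cells were plated at 1500 per well in phenol red-free DMEM with 5% equine and 5% calf serum. Tebufenozide (100 nM final) and compounds were added, then ATPlite reagent, and luminescence was read.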
aGlu spleen mod = lysosomal alpha-glucosidase (human) modulation | P10253 | human spleen homogenate, 4-MU-alpha-glucoside fluorescence | Potency, µM (top dose mostly 79.9 µM), for the others: top-dose activity change, negative = inhibition, hits mostly inhibitors | actives 0.006% (n = 240,000) | AID 2112;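 also: 0% = enzyme with vehicle and -100% = no enzyme basal signal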
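Human spleen homogenate (1 ug) with 4-methylumbelliferyl-alpha-D-glucopyranoside (1 mM final) in 50 mM citrate/phosphate pH 5.0, 0.01% Tween-20; 40 min at 37 C. Stopped at pH 10; 4-MU fluorescence Ex 365/Em 440 nm; AC50 by Hill fit.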
Starred values were filed as active, the others as inactive; ? = inconclusive; / = no result given; & = joins results of further samples; [ ] = dose if it differs, or a comment. Unless noted, calls follow the shape of the dose curve; as a rule, active = well fitted curve in the direction sought with a large enough effect; inconclusive = small, poorly fitted or top-dose-only effect, or another doubt; inactive = no such curve, though single readings can be large; an effect the other way counts as inactive or inconclusive. Potency is read from the fitted curve at half-maximal effect.

Screens in order – GAA inh | IMPase Li inh | GAA glycogen mod | HttQ103 aggreg | aGlu spleen mod | HTT cytoprotect | GoLoco inh red
CCOC(=O)c1c(C)n(Cc2ccccc2)c2ccc(OCC(O)Cn3nc(C)cc3C)cc12 (stereo unspecified)
    ? | 16% | -10% | ? | -3% | 2%[10 µM] | 6%
CC1(C)OC1COc1c2occc2cc2ccc(=O)oc12 (stereo unspecified)
    2% | 6%&4% | 4% | -3% | 5%&1% | / | 1%&1%
CP(=O)(Nc1ccc(Cl)cc1)c1nc2c(s1)CCCC2 (stereo unspecified)
    / | / | -5% | -32%[9.22 µM] | 0% | -9%[10 µM] | 4%
O=C1NC(=S)NC(=O)C1=Cc1cccn1-c1ccc(O)cc1
    4% | 23% | 0% | ? | -9% | -61%[inhibitor] | 13%
O=C(Nc1ccc(F)cc1)OC1CN2CCC1CC2 (stereo unspecified)
    -1% | / | 4% | 10%[9.22 µM] | -7% | 23%[10 µM] | 1%
COc1cc(/C=N/NC(=O)CN2CC(c3ccccc3)CC2=O)ccc1OC(=O)N(C)C (stereo unspecified)
    10% | -3%[38.3 µM] | 3% | -12% | -5% | 5% | -1%
ClC(Cl)(Cl)c1ccccc1
    / | -13%&7% | / | / | 6%&5% | -8%&7% | 1%&1%
O=C1NC(=O)N(Cc2ccccc2Cl)C(=O)/C1=C/c1cccs1
    3% | 4% | 5% | 7% | 4% | 3% | 31%[activator]
CN1C(=O)/C(=C/c2cccn2-c2ccc3ccccc3c2)C(=O)NC1=S
    -3% | 22%[38.3 µM] | -7% | -3% | -5% | 0% | 26%
CC(C)(C)C(=O)OCC12CCC(O1)C1(C)C(=O)OCC21 (stereo unspecified)
    -3% | -6% | 0% | -2% | 1% | 7%[0.074 µM] | 1%
CN(C)C(=O)CSc1nnc([C@@H](N)Cc2ccccc2)o1
    3% | 2%[38.3 µM] | -3% | 10% | 3% | -13%[0.074 µM] | 6%
O=C(c1ccc2c(c1)OCO2)C1CCCN(CC2CCCCC2)C1 (stereo unspecified)
    / | 25% | 6% | -8%[9.22 µM] | 0% | -9%[10 µM] | 6%
O=C1C2CCN(CC2)[C@@H]1Cc1ccc2ccccc2c1O
    -4% | 45%[activator][38.3 µM] | 7.9µM* | -1% | -4% | -5%[10 µM] | 8%
CN1CCC2(CC1)N=C(c1ccc(F)cc1)C(=S)N2
    0% | 21% | -4% | 3% | 5% | -38%[inhibitor] | -6%
Cc1ccc(-n2c(O)c(C=NCc3cccnc3)c(=O)[nH]c2=O)cc1C
    6% | 5%[38.3 µM] | 1% | 11% | 1% | -7%[0.074 µM] | -1%
C/C(=N\N1CCCCCC1)c1c(O)n(-c2ccc(Cl)cc2)c(=O)[nH]c1=O
    / | / | -1% | 10%[9.22 µM] | -1% | -4%[10 µM] | -1%
Cc1ccc(/C=C2/C(=O)NC(=O)N(CCc3ccc(F)cc3)C2=O)s1
    0% | -2% | 7% | 13% | -14% | / | 170%[activator]
CC1CCCN(C(=O)c2ccc(N3CC4CC(C3)c3cccc(=O)n3C4)c([N+](=O)[O-])c2)C1 (stereo unspecified)
    0% | -1% | 8% | -16% | -2% | 7%[10 µM] | 52%[activator]
CC(C)OP(=O)(OC(C)C)C(O)c1ccccc1F (stereo unspecified)
    4% | -7% | 10% | -2% | -3% | 29%[10 µM] | 0%
Cc1ccc(C)c(N2CCN(S(=O)(=O)c3ccc4c(c3)oc(=O)n4C)CC2)c1
    -1% | -6%[38.3 µM] | -1% | ? | 4% | -12% | 1%

An excerpt of these results, comma-delimited:
Molecule,GAA inh,IMPase Li inh,GAA glycogen mod,HttQ103 aggreg,aGlu spleen mod,HTT cytoprotect,GoLoco inh red
CP(=O)(Nc1ccc(Cl)cc1)c1nc2c(s1)CCCC2 (stereo unspecified),/,/,-5%,-32%[9.22 µM],0%,-9%[10 µM],4%
O=C1NC(=S)NC(=O)C1=Cc1cccn1-c1ccc(O)cc1,4%,23%,0%,?,-9%,-61%[inhibitor],13%

The results go on.
Screens in order – GAA inh | IMPase Li inh | GAA glycogen mod | HttQ103 aggreg | aGlu spleen mod | HTT cytoprotect | GoLoco inh red
CC(=C1C(=O)c2ccccc2C1=O)N1CCN(CCN=Cc2c(O)n(C)c(=O)n(C)c2=O)CC1
    -3% | 29%[38.3 µM] | ? | -28% | 19% | 12%[10 µM] | -21%
COc1ccc(OC)c(-n2c(O)c(C=Nc3c(C)n(C)n(-c4ccccc4)c3=O)c(=O)[nH]c2=O)c1
    2% | 5% | 9% | -12% | -2% | / | 14%
C=CCn1c(O)c(C=NCCN2CCOCC2)c(=O)[nH]c1=S
    / | / | -3% | 15%[9.22 µM] | 1% | -13%[10 µM] | 9%
CCOC(=O)C(O)(c1ccc(NC(=S)NC(=O)c2ccc(Cl)cc2Cl)c(C)c1)C(F)(F)F (stereo unspecified)
    -2% | 10% | -8% | -6% | 4% | 14%[10 µM] | 1%
O=C(Cc1cc(=O)[nH][nH]1)N/N=C/c1ccccc1Cl
    -5% | -7% | ? | 10% | -4% | 16%[1.9 µM] | 5%
CC[C@H]1CN2CCc3cc(OC)c(OC)cc3[C@H]2C[C@@H]1C[C@H]1NCCc2c1[nH]c1ccc(O)cc21
    / | 1% | / | / | / | -91%[inhibitor][10 µM] | 2%[14.2 µM]
CCOc1ccccc1N1C(=O)NC(=O)C(CCc2ccncc2)(CCc2ccncc2)C1=O
    0% | 5% | 3% | 6% | -1% | 6%[10 µM] | 9%
C[C@]1(O)CC[C@H]2[C@@H]3[C@@H](O)CC4=CC(=O)CC[C@@]4(C)[C@H]3CC[C@]21C
    / | -4% | / | / | / | -4%[10 µM] | 3%[14.2 µM]
Cc1cc([N+](=O)[O-])c2ccccc2[n+]1[O-]
    / | / | 3% | ? | -1% | -64%[inhibitor][10 µM] | -1%
CC(C)(C)NS(=O)(=O)c1ccc(OCC(=O)N2CCN(Cc3ccccc3)CC2)cc1
    9% | 7% | -7% | -20%[9.22 µM] | -6% | -7%[10 µM] | -7%
NC[C@H](O)c1ccc(O)cc1
    / | -6% | / | / | 0%[29.1 µM] | -7%[40.3 µM] | 3%[21.6 µM]
O=Cc1cn(Cc2ccccc2[N+](=O)[O-])c2ccccc12
    4% | 13% | 3% | 14µM* | -3% | / | 6%
CCCCCCn1c(=O)c(C(=O)Nc2nnc(C)s2)c(O)c2ccccc21
    9% | 1% | -8% | 7%[9.22 µM] | -8% | 9%[10 µM] | 15%
CN(C)c1ccc(/C=C/C=C2/C(=O)NC(=O)N(c3ccccc3)C2=O)cc1
    -1% | 63%[activator] | -9% | 4%[9.22 µM] | -7% | -27%[10 µM] | -163%
O=P(O)(O)Cc1c(Cl)cccc1Cl
    0% | -10% | -6% | 1% | -3% | / | 4%
Cn1c(=O)c2[nH]cnc2n(C)c1=O.[CH2-][C@H](Cc1cccc2cc(C(=O)O)c(=O)oc12)OC.[Hg].[OH-]
    / | 3% | / | / | / | 3%[10 µM] | -2%[14.2 µM]
Cn1c(O)c(/C=N/c2ncccn2)c(=O)n(C)c1=O
    7% | 17%[38.3 µM] | 7% | 3% | -4% | 31% | -1%
Cc1c(N)c(C)c([N+](=O)[O-])c(C)c1[N+](=O)[O-]
    9% | -16% | 5% | -40%[9.22 µM] | -5% | 2%[10 µM] | 10%
CCN1CC2(COC(=O)c3ccccc3N)CCC(OC)C34C5CC6C(OC)CC(O)(C5C6OC)C(O)(C(OC)C23)C14 (stereo unspecified)
    2%[15.4 µM] | 26%[38.3 µM] | -1% | 2% | 8% | -5% | 10%
C/C1=C\[C@@H](C)C/C=C/[C@H]2[C@@H]3O[C@]3(C)[C@@H](C)[C@H]3[C@H](Cc4c[nH]c5ccccc45)NC(=O)[C@]32C(=O)/C=C/C(=O)[C@@H]1O
    / | 17% | 2% | ? | 0% | -9%[10 µM] | -4%
NC(=NCCC[C@H](N)C(=O)O)N[N+](=O)[O-]
    / | 8%&15% | / | / | 13%&-5% | ? | 8%&6%
CC(C)N1CCN(Cc2ccccc2C(F)(F)F)CC1CCO (stereo unspecified)
    5% | 9% | 21% | 12%[9.22 µM] | 2% | 18%[10 µM] | 13%
COc1ccc(-n2c(-c3ccco3)nc3ccccc3c2=O)cc1
    0% | 2% | -12% | -6%[9.22 µM] | -7% | 4%[10 µM] | 12%
CC1CCC(C(C)C)C(OC(=O)Cn2c(COc3ccccc3)[n+](C)c3ccccc32)C1 (stereo unspecified)
    / | / | 3% | -1%[9.22 µM] | 0% | -54%[inhibitor][10 µM] | 0%
CSCCC(=O)Nc1cc(S(=O)(=O)N2CCOCC2)ccc1N1CCN(C)CC1
    ? | 5% | -26% | ? | -20% | / | 4%
O=C1NC(=O)[C@]2(Cc3ccccc3N3CCN(c4ccccc4)CC32)C(=O)N1c1ccccc1 (stereo partly specified)
    -1% | 4%[38.3 µM] | -8% | 11% | -7% | -5% | 4%
O=C1NC(=O)C2(Cc3ccccc3N3CCCC32)C(=O)N1c1ccccc1 (stereo unspecified)
    4% | 0%[38.3 µM] | -7% | -9% | -11% | -6%[0.074 µM] | 7%
O=C(c1ccc(-c2ccccc2)c(F)c1)C1CCCN(CCO)C1 (stereo unspecified)
    13% | 22% | -3% | 3%[9.22 µM] | -1% | 23%[10 µM] | 4%
Cc1nc2c(C(=O)N3CCC4(CC3)OCCO4)cnn2c(C)c1Cc1cccc(Cl)c1
    -2% | 1% | -2% | ? | -1% | 24% | 7%
C[C@H]1C2Cc3ccc(O)cc3[C@]1(C)CCN2CC1CC1
    / | 21% | / | / | 2% | / | 3%
CCNc1cc(N2CCNCC2)ccc1[N+](=O)[O-]
    15% | 15% | 8% | / | -9% | / | 10%
c1ccc2c3c([nH]c2c1)CNCC3
    -1%[15.4 µM] | 2% | 1% | -4% | -2% | / | 13%
COc1ccc(N=Cc2c(O)n(-c3ccc(C)cc3)c(=O)[nH]c2=O)cc1
    7% | -16% | 6% | 14%[9.22 µM] | -2% | 5%[10 µM] | 1%
O=C1NC(=S)NC(=O)C1=Cc1ccc2c(c1)CCN2CCCCl
    / | / | -16% | -10%[9.22 µM] | -3% | -7%[10 µM] | 183%[activator]
CC(=O)c1c(O)c(C)c(O)c(Cc2c(O)c3c(c(C(=O)/C=C/c4ccccc4)c2O)OC(C)(C)C=C3)c1O
    / | 26%&14%&9%&-1% | / | / | -2%&-3%&-11%&-5% | -13%[1.9 µM] | 2%&7%&18%&13%
COC(=O)CNC(=O)c1cn(CCC#N)nc1-c1ccc(F)cc1
    -11% | -3% | -10% | -9% | -3% | 7% | -15%
C[C@@]12CC[C@H]3[C@H](CCC4=CC(=O)CC[C@H]43)[C@H]1CC[C@H]2OC1(O)C(=O)c2ccccc2C1=O
    / | 17% | / | / | / | 7%[10 µM] | 9%[14.2 µM]

Not all compounds are listed (hit frequency here may not be typical).
